UBC13 polyUb – human UBC13 polyubiquitination inhibition; UBC13 polyubiquitin chain formation, TR-FRET; inhibition, % at 20 µM; actives 0.47% (n = 330,000); P61088; AID 485273; in the data active = inhibition above about 45%, passing the limit was not always enough
Target sequence (P61088 whole entry, looked up): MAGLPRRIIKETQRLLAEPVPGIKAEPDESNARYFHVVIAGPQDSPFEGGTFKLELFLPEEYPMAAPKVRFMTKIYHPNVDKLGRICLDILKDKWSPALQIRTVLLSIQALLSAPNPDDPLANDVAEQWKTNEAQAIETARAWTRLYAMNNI
beta cell repl – inducers of beta-cell replication in MIN6 cells. MIN6 cells proliferation, ATPlite luminescence, 48 h; cells starved in 0.2% serum; 100% = growth in 10% serum. proliferation, % at 10 µM. actives 0.29% (n = 330,000);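 active = compounds whose signal lies at least 3.5 SD above the mean of all wells on their plate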;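 note: 0% = DMSO-treated cells in low-serum medium and 100% = 10% serum control; some compounds called inactive have numbers as strong as hits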
SENP7 inh – blocks the human protease SENP7; Q9BQF6; recombinant SENP7, Z-RLRGG-aminoluciferin luminescence, 40 min; inhibition, % at 5 µM; actives 1.5% (n = 330,000); AID 434973;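 active = inhibition above about 50% at the single test dose, limit read from the data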;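 note: plate controls were DMSO with enzyme for no effect and no enzyme buffer wells for full effect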
HKDC1 inh – HKDC1 (human) hexokinase inhibition; AID 493160; actives 0.16% (n = 340,000); Q2TB90; inhibition, % at 20 µM; recombinant HKDC1, G6PDH/diaphorase resazurin coupled fluorescence;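 active = inhibition above about 35% when tested at 20 µM, limit read from the data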;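 note: plate controls were DMSO wells with enzyme for no effect and DMSO wells lacking enzyme for full effect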
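Test system: Recombinant HKDC1 (HK5) hexokinase enzyme, produced in-house | Input: HKDC1 at 5 µg/mL | Buffer or medium: Tris pH 8.0 buffer with MgCl2, Tween-20, BSA, BME | Schedule: 90 min reaction incubation at room temperature, dark | Technique: Resazurin-to-resorufin fluorescence via G6PDH and diaphorase coupling, 525/613 nm | Controls: DMSO wells with and without enzyme mix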
SENP1 FRET inh – inhibitors of human SENP1 SUMO protease catalytic domain; Q9P0U3; recombinant SENP1 catalytic domain, CyPet-SUMO1-YPet FRET cleavage; inhibition, % at 10 µM; actives 0.21% (n = 360,000); AID 624204;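 active = inhibition at least 30% at 10 µM, raw YFP signal under a set limit, fluorescence ratio 0.5 to 1.5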;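 note: 0% = enzyme with DMSO and 100% = no enzyme wells; some results filed as inactive read as strong as hits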
Target sequence (Q9P0U3 419-644 limits assumed): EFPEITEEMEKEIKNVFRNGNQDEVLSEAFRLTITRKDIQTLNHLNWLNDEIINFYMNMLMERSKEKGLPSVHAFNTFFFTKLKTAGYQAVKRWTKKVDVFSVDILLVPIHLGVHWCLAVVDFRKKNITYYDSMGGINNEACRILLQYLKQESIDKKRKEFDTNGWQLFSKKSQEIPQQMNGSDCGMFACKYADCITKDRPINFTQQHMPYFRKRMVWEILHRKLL
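System: Recombinant human SENP1 catalytic domain, His6-tagged | Incubation: Enzyme reaction for 50 min at room temperature, dark | Medium: Tris pH 8 with BME, BSA, NP40 and catalase | Also added: 25 nM SUMO1 FRET substrate | Compound: 10 µM single point, 0.5% DMSO | Measured by: FRET fluorescence in CFP and YFP emission channels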
SENP8 block-1 – blocks the human protease SENP8; AID 2540; purified SENP8, Z-RLRGG-aminoluciferin cleavage, luminescence; actives 1.2% (n = 330,000); inhibition, % at 10 µM; Q96LD8; in the data active = inhibition above about 50%
Target sequence (Q96LD8 whole entry, looked up): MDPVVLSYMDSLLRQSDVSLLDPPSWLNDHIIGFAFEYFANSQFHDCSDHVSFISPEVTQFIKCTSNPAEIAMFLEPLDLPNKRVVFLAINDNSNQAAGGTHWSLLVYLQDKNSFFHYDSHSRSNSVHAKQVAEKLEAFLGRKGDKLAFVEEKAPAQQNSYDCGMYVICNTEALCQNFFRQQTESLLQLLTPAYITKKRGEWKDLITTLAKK
PfG6PD inh – PfG6PD (Plasmodium falciparum) enzyme inhibition. PfGluPho enzyme, NADPH resazurin-diaphorase fluorescence. AID 504690. actives 0.78% (n = 350,000). inhibition, % at 20 µM;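 active = inhibition reaching at least a set limit at 20 µM in the primary screen, cut at about 59% in these data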;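 note: 0% = DMSO wells with substrate and 100% = DMSO wells lacking glucose-6-phosphate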
SENP6 block – inhibitors of human SENP6 protease; Q9GZR1; Recombinant SENP6 catalytic domain, aminoluciferin luminescence; inhibition, % at 10 µM; actives 1.8% (n = 330,000); AID 2599;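 active = inhibition above about 50% at the single tested dose, limit read from the data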;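 note: plate controls were DMSO wells with enzyme for no effect and DMSO wells lacking enzyme for full effect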
Target sequence (Q9GZR1 628-1112 limits assumed): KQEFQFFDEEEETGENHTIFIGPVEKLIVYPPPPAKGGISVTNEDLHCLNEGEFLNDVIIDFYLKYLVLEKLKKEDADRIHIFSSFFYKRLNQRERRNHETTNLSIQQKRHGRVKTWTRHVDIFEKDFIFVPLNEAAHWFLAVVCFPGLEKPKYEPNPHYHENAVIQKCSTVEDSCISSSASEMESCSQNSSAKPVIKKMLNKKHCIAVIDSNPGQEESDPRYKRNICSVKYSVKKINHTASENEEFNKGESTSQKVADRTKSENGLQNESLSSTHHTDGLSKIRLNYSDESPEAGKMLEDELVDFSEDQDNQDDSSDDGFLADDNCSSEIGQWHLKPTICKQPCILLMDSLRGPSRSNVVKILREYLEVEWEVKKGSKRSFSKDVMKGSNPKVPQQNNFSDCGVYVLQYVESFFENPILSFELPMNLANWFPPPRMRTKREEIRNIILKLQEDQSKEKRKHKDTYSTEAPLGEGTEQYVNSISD
SENP8 block-2 – blocks human SENP8 cleavage of Nedd8 substrate. inhibition, % at 20 µM. Q96LD8. recombinant SENP8, Nedd8 substrate fluorescence. actives 0.64% (n = 360,000). AID 602440; in the data active = inhibition mostly above about 40%, no sharp cut-off; inactive = mostly below about 27%
Starred values were filed as active, the others as inactive; . = not tested or not shown. An unsorted share of the library, and some 4% of all compounds hit somewhere here.

entry	Molecule	UBC13 polyUb	beta cell repl	SENP7 inh	HKDC1 inh	SENP1 FRET inh	SENP8 block-1	PfG6PD inh	SENP6 block	SENP8 block-2
1	O=C(c1cccc(S(=O)(=O)N2CCc3ccccc32)c1)N1CCOCC1	7	0	1	1	1	2	-3	-2	6
2	O=C(CP(=O)(c1ccccc1)c1ccccc1)Nc1nc2ccccc2s1	5	2	-7	-3	1	-4	-3	-16	11
3	O=C(NCc1ccc(F)cc1)c1cnc2sccn2c1=O	-19	-2	13	-6	0	-3	-4	-13	-317
4	O=C(N/N=C/c1cccnc1)c1cc(Br)ccc1O	1	-3	24	-1	0	30	-3	44	-31
5	CC1(C)CC(=O)N(CC(=O)NCc2ccc(F)cc2)c2ccccc2S1(=O)=O	3	-2	5	-6	3	5	8	8	11
6	N#Cc1ccc(OCC(=O)NNC(=S)NC2CCCCC2)cc1	-5	2	-4	4	0	-6	-25	2	6
7	COCCCNC(=S)NNC(=O)c1cc(Cl)c(O)c(Cl)c1	-12	-5	0	-5	3	-5	-12	3	5
8	Cc1c(NC(=O)CSc2ccc3ccccc3n2)c(=O)n(-c2ccccc2)n1C	0	0	5	-10	-1	-3	-13	6	16
9	Cc1cccc(N2CCN(C(=O)CCC(=O)N3CCOc4ccc(Cl)cc43)CC2C)c1 (stereo not given)	13	-2	2	-2	2	-1	19	-4	12
10	COc1ccc(S(=O)(=O)c2c[nH]c(=S)[nH]c2=O)cc1Cl	44	-4	6	-2	-3	6	-20	21	4
11	CCCN1CCN(C(=O)C2CCN(S(=O)(=O)c3c(C)noc3/C=C/c3ccc(C)cc3)CC2)CC1	20	-4	-3	1	2	-1	6	-1	-38
12	CC(NC(=O)c1ccc(Br)o1)C1CCCO1 (stereo not given)	-2	1	3	-13	-4	-1	-9	-3	8

Further compounds.
entry	Molecule	UBC13 polyUb	beta cell repl	SENP7 inh	HKDC1 inh	SENP1 FRET inh	SENP8 block-1	PfG6PD inh	SENP6 block	SENP8 block-2
13	O=C(NCCCN1CCCC1=O)c1ccc2c(=O)n(-c3ccccc3F)c(=S)[nH]c2c1	26	2	6	-5	-1	0	10	7	-200
14	O=C1NC(c2ccc(Cl)c([N+](=O)[O-])c2)Nc2ccccc21 (stereo not given)	0	-1	8	-4	3	-5	13	-7	6
15	CCCCNC(=O)c1ccc2c(SCC(=O)O)c3c(nc2c1)CCCC3	6	0	0	-2	-19	6	-18	-19	2
16	O=C(OCCN1CCCCC1)c1cccc(Cl)c1	-6	-4	2	-6	1	5	3	9	5
17	CCOC(=O)c1ccc2c(c1)N(CC)C(=O)c1ccccc1S2	5	0	2	5	1	-1	5	3	13
18	CCN(C[C@H]1N[C@@](Cc2ccccc2)(C(=O)OC)[C@H]2C(=O)N(C)C(=O)[C@@H]12)C(=O)COC	15	2	-4	-3	0	-5	-6	0	20
19	CSc1ccc(S(=O)(=O)NCC(=O)OCC(=O)N2CC(C)CC(C)C2)cc1[N+](=O)[O-] (stereo not given)	-7	-3	-8	1	1	-11	-12	-13	13
20	O=[N+]([O-])c1cccc(COc2cccc(CN3CCCCC3)c2)c1	.	.	.	-6	1	.	18	.	3
21	O=C(CN1CCN(Cc2ccccc2)CC1)Nc1ccc([N+](=O)[O-])cc1C(=O)Nc1ccccc1F	2	-6	3	2	1	-2	4	-18	3
22	Cc1ccccc1-n1nnnc1SC(C)C(=O)NC1CCCc2ccccc21 (stereo not given)	7	0	-9	0	5	-1	-17	-6	20
23	Oc1ccc(C2=NNC(c3ccc(O)cc3)=NN2)cc1	-1	-3	1	-3	1	11	-8	-8	16
24	Cc1ccc(CNc2cnccn2)cc1	9	-2	0	-9	-11	-2	4	6	-314

(list continues)
entry	Molecule	UBC13 polyUb	beta cell repl	SENP7 inh	HKDC1 inh	SENP1 FRET inh	SENP8 block-1	PfG6PD inh	SENP6 block	SENP8 block-2
25	CC1CC(C)CN(CCCNS(=O)(=O)c2ccc3c(c2)oc(=O)n3C)C1 (stereo not given)	5	-3	2	-7	33*	0	4	-2	2
26	CCOC(=O)C1CCN(S(=O)(=O)c2ccc(-c3cc(C(F)(F)F)n(C)n3)s2)CC1	1	-2	-1	-3	2	-2	-6	-9	52*
27	COc1cc(CN(C(=O)c2cccs2)C2CCS(=O)(=O)C2)cc(OC)c1OC (stereo not given)	4	4	7	2	-1	-2	6	3	14
28	Cc1ccc(C)c(N2CCN(C(=O)CCc3nc(-c4cccc(Cl)c4)no3)CC2)c1	.	.	5	-2	0	.	11	.	-7
29	COc1ccc(C(=O)O)cc1S(=O)(=O)NC(C)C12CC3CC(CC(C3)C1)C2 (stereo not given)	-1	3	5	7	1	-8	-15	-6	14
30	COc1ccc(SCC(=O)Nc2ccc(N3CCN(C)CC3)c(F)c2)cc1	4	-3	10	-6	-3	-1	7	-18	14
31	CC(C)Nc1ccc(C(CC(N)=O)NC(=O)c2ccc(Br)cc2)cc1[N+](=O)[O-] (stereo not given)	-61	-7	3	1	3	-4	-1	-5	17
32	COc1ccc(C(=O)NC(=O)COC(=O)C2COc3ccccc3O2)cc1 (stereo not given)	0	1	4	-4	0	-6	11	-24	13
33	CCOc1ccc(S(=O)(=O)N2CCOCC2)cc1NC(=O)C1=COCCO1	-1	-3	-14	-4	1	-3	-15	-18	-11
34	COc1ccc(C)cc1NC(=O)CN1C(=O)c2cccc3cccc1c23	11	1	0	6	-52	7	6	-8	-72
35	O=S1(=O)CCN(Cc2ccccn2)CC1	2	0	8	0	1	-2	3	3	8
36	Cc1ccccc1OCCn1c(=S)[nH]c2ccccc21	0	-3	6	0	2	-1	22	1	13

(cont.)
entry	Molecule	UBC13 polyUb	beta cell repl	SENP7 inh	HKDC1 inh	SENP1 FRET inh	SENP8 block-1	PfG6PD inh	SENP6 block	SENP8 block-2
37	CC(C)CN1CC(Br)C(=O)NC1=O (stereo not given)	.	.	.	-5	3	.	-5	.	0
38	CCOC(=O)C1(CCOc2ccccc2)CCN(Cc2ccc(OCC)c(CO)c2)CC1	.	.	.	5	1	.	-4	.	15
39	Cc1cccc(NC(=O)c2sc3nc4c(c(-c5cccs5)c3c2N)CN(C)CC4)c1	-57	-4	7	13	-16	9	59	26	-115
40	O=c1nc2cccc3c2=c(/c1=C(\O)c1ccccc1)c1ccccc1c3=O	-34	-1	3	15	-10	-7	-10	-3	-12
41	Nn1c(SCc2cccc(Oc3ccccc3)c2)nnc1C(F)(F)F	5	1	-3	-1	2	1	8	-7	5
42	Cn1c(CN2CCCCC2)nc2cc(NS(=O)(=O)c3ccc(F)cc3)ccc21	6	-1	-5	-3	0	8	-1	-28	-4
43	CCOC(=O)CSc1nnc2c3ccccc3n(CC)c2n1	-3	-2	-3	2	-2	-2	-2	5	-7
44	Cc1ccc(S(=O)(=O)N(C)Cc2ccc(C(=O)N/N=C3\CC(=O)CC(C)(C)C3)cc2)cc1	-2	-2	-1	-7	-8	7	13	2	19
45	Cc1ccc(S(=O)(=O)N(C)c2ccc(C(=O)Nc3cccnc3)cc2)cc1	-2	3	0	3	4	1	28	-4	7
46	NS(=O)(=O)c1ccc(NC(=O)CN2CCN(S(=O)(=O)/C=C/c3ccccc3)CC2)cc1	-10	-1	4	-1	1	0	-16	-4	17
47	COc1ccc(CCNC2CC(C)N(C)CC2C)cc1OC (stereo not given)	1	-1	-2	-12	-46	1	5	-4	7
48	CCc1nc(N)c(C#N)c(-c2ccc(O)c(OC)c2)c1C	5	1	3	2	-3	-2	-18	15	-79

Some of the entries so far, screen by screen:
37) CC(C)CN1CC(Br)C(=O)NC1=O (stereo not given)
38) CCOC(=O)C1(CCOc2ccccc2)CCN(Cc2ccc(OCC)c(CO)c2)CC1
39) Cc1cccc(NC(=O)c2sc3nc4c(c(-c5cccs5)c3c2N)CN(C)CC4)c1
40) O=c1nc2cccc3c2=c(/c1=C(\O)c1ccccc1)c1ccccc1c3=O
41) Nn1c(SCc2cccc(Oc3ccccc3)c2)nnc1C(F)(F)F
42) Cn1c(CN2CCCCC2)nc2cc(NS(=O)(=O)c3ccc(F)cc3)ccc21
43) CCOC(=O)CSc1nnc2c3ccccc3n(CC)c2n1
44) Cc1ccc(S(=O)(=O)N(C)Cc2ccc(C(=O)N/N=C3\CC(=O)CC(C)(C)C3)cc2)cc1

compound no.	37	38	39	40	41	42	43	44
UBC13 polyUb	.	.	-57	-34	5	6	-3	-2
beta cell repl	.	.	-4	-1	1	-1	-2	-2
SENP7 inh	.	.	7	3	-3	-5	-3	-1
HKDC1 inh	-5	5	13	15	-1	-3	2	-7
SENP1 FRET inh	3	1	-16	-10	2	0	-2	-8
SENP8 block-1	.	.	9	-7	1	8	-2	7
PfG6PD inh	-5	-4	59	-10	8	-1	-2	13
SENP6 block	.	.	26	-3	-7	-28	5	2
SENP8 block-2	0	15	-115	-12	5	-4	-7	19

45) Cc1ccc(S(=O)(=O)N(C)c2ccc(C(=O)Nc3cccnc3)cc2)cc1
46) NS(=O)(=O)c1ccc(NC(=O)CN2CCN(S(=O)(=O)/C=C/c3ccccc3)CC2)cc1
47) COc1ccc(CCNC2CC(C)N(C)CC2C)cc1OC (stereo not given)

compound no.	45	46	47
UBC13 polyUb	-2	-10	1
beta cell repl	3	-1	-1
SENP7 inh	0	4	-2
HKDC1 inh	3	-1	-12
SENP1 FRET inh	4	1	-46
SENP8 block-1	1	0	1
PfG6PD inh	28	-16	5
SENP6 block	-4	-4	-4
SENP8 block-2	7	17	7

The listing continues:
entry	Molecule	UBC13 polyUb	beta cell repl	SENP7 inh	HKDC1 inh	SENP1 FRET inh	SENP8 block-1	PfG6PD inh	SENP6 block	SENP8 block-2
49	CCCN(CC(=O)Nc1ccccc1C)C(=O)CC(NC(=O)c1ccccc1)c1ccccc1 (stereo not given)	-5	5	10	4	-4	-3	-7	-4	7
50	C=CCn1c(SC(C)C(=O)NC2(C#N)CCCCC2)nnc1-c1ccc(OC)cc1 (stereo not given)	0	0	3	-1	3	-7	-7	2	18
51	Cc1nc2c(c(=O)n1CCC1=CCCCC1)c1nc3ccccc3nc1n2/N=C/c1ccco1	-23	-6	8	17	-59	3	26	8	-431
52	Cc1ccc(C(=O)/C=C/c2ccc(-c3ccccc3[N+](=O)[O-])o2)cc1	-27	-5	11	6	-18	6	45	19	20
53	COCCNC(=O)c1ccc2c(=O)n(Cc3ccco3)c(SCC(=O)NC3CCCCC3)nc2c1	8	0	1	-3	3	4	12	-7	-4
54	C/C(=N\NC(=O)c1c(C)nc2ccccn12)c1ccccc1F	2	1	-7	0	-2	-3	-13	-15	3
55	CCOC(=O)Cn1ncn(-c2ccc(OC(F)(F)F)cc2)c1=O	-6	-4	-5	0	1	-4	-14	-11	18
56	CCOc1ccc(NCc2nnc(SCc3ccccc3Cl)n2-c2ccccc2)cc1	5	-5	1	-6	0	1	0	11	34
57	CCCCn1c(N)c(N(CC(C)C)C(=O)c2oc3ccc(OC)cc3c2C)c(=O)[nH]c1=O	-13	-3	-8	-1	-16	6	-4	-19	-88
58	Oc1ccc(Cl)cc1CNc1ccc(Br)cn1	5	-5	5	9	-2	-7	4	3	-1
59	COc1cc(OC)cc(-c2cc(N)n(S(=O)(=O)c3cccc4nsnc34)n2)c1	-14	-1	-4	-7	5	-6	-5	-7	20

Bioassay records (PubChem)
